High-throughput results from PubChem BioAssay.
SMARCA2 activ – SMARCA2 (BRM) function activators, primary screen, cell-based, luminescence, high throughput; MG213 cells, MMTV-luciferase reporter, dexamethasone, overnight; activation, % at 9.1 µM; hit rate 1% among 370,000; in the data active means activation above about 7.8%;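 further: 0% = vehicle wells and 100% = reference activator wells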
HGIII-sPLA2 inh – human group III sPLA2 inhibitors, primary screen, biochemical, QFRET, BODIPY PC-A2 liposome substrate; hit rate 0.56% among 370,000; inhibition, % at 12.2 µM; AID 743126, 2013; Group 3 secretory phospholipase A2 (Homo sapiens), Q9NZ20; QFRET BODIPY PC-A2 liposome hydrolysis, fluorescence;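 active means inhibition above mean plus 3 SD of compounds lying within the high and low control bounds, cut at about 19% in these data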;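 further: 0% = median of test compound wells and 100% = no enzyme DMSO wells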
Target sequence (Q9NZ20 whole entry, looked up): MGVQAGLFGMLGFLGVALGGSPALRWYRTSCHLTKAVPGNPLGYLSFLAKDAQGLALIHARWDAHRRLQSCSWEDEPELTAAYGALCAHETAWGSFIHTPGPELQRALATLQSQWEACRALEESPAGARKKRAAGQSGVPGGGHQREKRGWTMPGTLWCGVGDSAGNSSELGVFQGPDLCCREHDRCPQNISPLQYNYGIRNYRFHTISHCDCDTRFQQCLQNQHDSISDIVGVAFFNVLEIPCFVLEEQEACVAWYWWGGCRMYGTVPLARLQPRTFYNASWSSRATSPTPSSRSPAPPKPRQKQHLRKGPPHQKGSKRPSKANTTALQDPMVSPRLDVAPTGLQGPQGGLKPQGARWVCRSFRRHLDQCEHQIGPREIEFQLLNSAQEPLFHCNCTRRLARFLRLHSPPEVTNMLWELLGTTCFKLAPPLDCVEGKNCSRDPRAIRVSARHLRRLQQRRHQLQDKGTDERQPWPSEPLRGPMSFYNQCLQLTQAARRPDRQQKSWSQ
hcDAF-12 act – H. contortus DAF-12 nuclear receptor activators, primary screen, cell-based, luminescence, HEK293, lit1-tk-luc reporter; activation, % at 6.8 µM; HEK293 hcDAF-12 lit1-tk-luc reporter; 0% DMSO, 100% Δ7-dafachronic acid; hit rate 1.4% among 370,000;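 active means activation above the mean of all tested compounds plus 3 SD, cut at about 5.5% in these data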;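 further: 100% = response to 3 µM Δ7-dafachronic acid high control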
ssDAF-12 act – S. stercoralis DAF-12 nuclear receptor activators, primary screen, cell-based, luminescence, HEK293, GRIP1 co-expression, lit1-tk-luc; hit rate 1% among 370,000; AID 652126, 2013; activation, % at 6.8 µM; HEK293 ssDAF-12/GRIP1 lit1-tk-luc reporter; % of 3 µM dafachronic acid response;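 active means activation above the mean over all tested compounds plus 3 SD, cut at about 0.9% in these data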;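 further: 0% = DMSO-only wells and 100% = 3 µM delta7-dafachronic acid wells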
DAX1 inh-1 – DAX1 (NR0B1) inhibitors, primary screen, cell-based, HEK293, Gal4-DAX1, luciferase luminescence; HEK293 Gal4-DAX1 luciferase reporter; inhibition, % at 6.75 µM; hit rate 0.99% among 340,000; AID 504766, 2011;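 active means inhibition above the mean over all tested compounds plus 3 SD, cut at about 4.2% in these data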;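 further: 0% = DAX1-transfected cells with DMSO and 100% = empty-vector control cells with DMSO; inhibition shows as a rise in luminescence from relieved DAX1 repression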
Target sequence (P51843 207-470 limits assumed): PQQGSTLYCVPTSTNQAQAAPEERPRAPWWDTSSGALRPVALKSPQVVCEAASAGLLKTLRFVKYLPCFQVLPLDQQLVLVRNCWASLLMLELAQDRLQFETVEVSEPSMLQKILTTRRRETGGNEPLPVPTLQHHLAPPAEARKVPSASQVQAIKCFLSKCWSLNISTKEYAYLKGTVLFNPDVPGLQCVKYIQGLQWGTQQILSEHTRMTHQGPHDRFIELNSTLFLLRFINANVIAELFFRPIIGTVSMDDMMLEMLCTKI
NPR1 activator – GC-A stimulated cGMP production enhancers – HEK293 GC-A cells, cGMP TR-FRET, EC30 ANP, primary screen. 0% at EC30 ANP, 100% saturating ANP. activation, % at 10 µM. hit rate 0.14% among 370,000. AID 1671463, 2021; in the data active means activation above about 40%
hgDAF12 agonist – H. glycines DAF-12 receptor agonists, primary screen, cell-based, luminescence, HEK293, GAL4 fusion, UAS-luciferase | hit rate 1.8% among 370,000 | Nuclear hormone receptor DAF-12 (Heterodera glycines), GAL4 fusion | activation, % at 6.8 µM | HEK293 GAL4-hgDAF12 UAS-luciferase reporter, agonist luminescence; normalized to butyrate control;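 active means activation above a cutoff set at the mean of all screened compounds plus 3 SD, cut at about 10% in these data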;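 further: 0% = DMSO wells and 100% = sodium butyrate wells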
GAA850 FXN act – FXN promoter activators, primary screen, cell-based, luciferase luminescence, HEK293 lucGAA850. activation, % at 6 µM. HEK293 lucGAA850 FXN promoter luciferase reporter, 24 h; percent of 10 µM SAHA response. hit rate 0.56% among 360,000;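 active means activation above the average of all compounds screened plus 3 SD, cutoff fixed separately per campaign, cut at about 7.5% in these data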;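 further: 0% = DMSO wells and 100% = 10 µM SAHA wells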
NPR2 activator – human GC-B receptor activators, primary screen, HEK293 GC-B cells, cGMP TR-FRET, EC30 CNP | Atrial natriuretic peptide receptor 2 (Homo sapiens), P20594 | 0% at EC30 CNP, 100% saturating CNP | activation, % at 10 µM | hit rate 0.11% among 370,000;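 active means activation at 10 µM reaching about 35% in either raw or pattern-adjusted values, limit read from the data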
DAX1 inh-2 – DAX1 (NR0B1) inhibitors on StAR promoter, primary screen, cell-based, luminescence, SF-1 (NR5A1), full-length DAX-1. AID 652010, 2013. inhibition, % at 6.8 µM. HEK293T StAR-luciferase reporter, SF-1/DAX-1 repression relief. hit rate 1.1% among 370,000;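 active means inhibition above the mean over all tested compounds plus 3 SD, cut at about 3.6% in these data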;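 further: 0% = DAX-1 cells with DMSO and 100% = cells lacking DAX-1 with DMSO; higher inhibition means more luminescence from relief of DAX-1 repression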
proKLK7 act – proKLK7 zymogen activators, primary screen, biochemical, fluorescence intensity; Kallikrein-7 (Homo sapiens), P49862; purified proKLK7, EDANS-DABCYL substrate fluorescence; 100% is mature enzyme control, 0% vehicle; activation, % at 7 µM; hit rate 0.9% among 370,000;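 active means activation above the mean of all tested compounds plus 3 SD, computed per campaign excluding outliers beyond control limits, cut at about 13% in these data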
Target sequence (P49862 whole entry, looked up): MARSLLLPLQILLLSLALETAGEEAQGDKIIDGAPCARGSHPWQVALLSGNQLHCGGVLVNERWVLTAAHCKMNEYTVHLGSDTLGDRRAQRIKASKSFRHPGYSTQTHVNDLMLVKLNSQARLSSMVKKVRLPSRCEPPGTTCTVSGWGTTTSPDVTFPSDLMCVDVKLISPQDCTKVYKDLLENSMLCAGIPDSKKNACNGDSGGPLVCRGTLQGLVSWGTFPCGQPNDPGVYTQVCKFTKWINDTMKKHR
* hit, by the source's call; . = no result given.

Values run as follows: SMARCA2 activ, HGIII-sPLA2 inh, hcDAF-12 act, ssDAF-12 act, DAX1 inh-1, NPR1 activator, hgDAF12 agonist, GAA850 FXN act, NPR2 activator, DAX1 inh-2, proKLK7 act
- CCN1CCCc2cc(CN(CCN3CCOCC3)C(=S)Nc3cc(F)cc(F)c3)ccc21
  -1, 0, -0.1, -1.5, -0.9, 1, 0.8, -1.8, 2, -0.3, 0.7
- Cc1ccc2nc(SC(C)C(=O)NC3CCCC3)[nH]c2c1 (stereo unspecified)
  2, -3, -1.7, -0.8, -1.9, -1, -5.1, -1.2, -2, -0.5, 0.6
- COc1cc(NS(=O)(=O)c2ccc(C)cc2)c2ncccc2c1
  -10, 19, -3.6, -2.3, -2.9, 6, -12, -17, 13, -3.6, -2.1
- CCOc1ccccc1-c1nc(C(N)=O)c2[nH]c(=O)n(-c3cccc(C)c3)c2n1
  -2, -3, -1.1, -0.9, -0.4, -2, 2.0, 2.4, -3, -0.4, -5.5
- COC(=O)[C@]12C[C@H](CC(=O)N3CCOCC3)C(=O)N(Cc3ccccc3)C1=C[C@H](C(C)C)O[C@@H]2C1CC1
  2, 0, 2.2, -0.2, ., -6, 3.8, ., -10, -0.8, 0.4
- COc1cccc(-c2nc(CS(=O)(=O)CC(=O)NC3CCCCCC3)c(C)o2)c1
  -1, -1, -0.1, -0.2, 0.1, -15, 0.2, 2.4, 1, -1.4, 0.2
- Cc1ccc2[nH]cc(CCNC(=O)CN3C(=O)c4ccccc4C3=O)c2c1
  0, -31, -0.7, -1.6, -0.6, -1, -1.6, -0.5, -1, 0.5, 0.1
- CCCSc1ccc([C@@H]2[C@@H]3C(=O)N(CC)C(=O)[C@@H]3[C@]3(C(=O)OC)CCCCN23)cc1OC
  1, -10, -1.3, -1.1, 1.0, -1, 0.8, 0.0, 3, 0.4, 0.1
- O=C(NC(Cc1c[nH]c2ccccc12)C(=O)N/N=C/c1ccc(Cl)cc1)c1cccs1 (stereo unspecified)
  -3, -91, -1.2, -1.2, -0.4, -15, -1.1, 0.9, -8, -0.4, -0.2
- COc1ccccc1C(=O)NCCC(=O)N1CCN(S(=O)(=O)c2ccccc2C(F)(F)F)CC1
  -2, -4, 1.4, 0.3, -1.6, -4, 0.1, 2.1, 1, -0.7, 0.2
- Cc1cc(C)c2c(n1)sc1c(O)cc(=O)[nH]c12
  0, 7, -1.4, -1.1, 0.2, ., -0.2, 0.9, ., 0.2, 0.2
- O=C1NC(CCc2ccccc2)C(=O)N1Cc1cccc2ccccc12 (stereo unspecified)
  0, -28, -0.9, -0.9, 1.0, 1, -2.3, 1.6, 3, 0.3, -0.2
- COc1ccc(/C=N/NC(=O)c2ccccc2NC(=O)c2ccco2)c(OC)c1
  0, 2, -0.3, -1.4, 1.3, 2, 0.9, 2.5, 4, -0.1, 0.6
- CC(CC(=O)N1CCN(c2ccccc2)CC1)S(=O)(=O)c1ccc2c(c1)NC(=O)CO2 (stereo unspecified)
  -3, -2, -3.3, -1.9, -0.7, 4, -4.5, 1.2, 4, -5.6, -0.4
- Cc1cc(=O)[nH]c(Nc2ccc(Cl)cc2)n1
  0, -1, -1.3, -0.7, -0.1, 3, -0.7, -0.2, -2, 0.0, -0.2
- CCOC(=O)CNc1c(-c2ccc(O)cc2)nc2ccc(Cl)cn12
  2, 2, -1.2, -1.4, 0.3, 8, 7.4, 2.4, 9, -0.5, -5.2
- CC12CCC(c3c(C(=O)N4CCOCC4)nn(-c4ccccc4)c31)C2(C)C (stereo unspecified)
  -1, -4, -1.7, -0.9, 2.8, 0, 1.1, -1.4, -1, -1.1, 0.4
- CC(C)NC(=O)c1ccccc1NC(=O)c1ccccc1N(C)S(C)(=O)=O
  0, 1, -1.5, -0.4, -0.9, 3, -1.1, 0.4, 4, -0.2, 0.1
- CCCCC(=O)Nc1ccccc1C(=O)OCC(=O)c1ccc2c(c1)OCCO2
  -3, 17, 1.5, -0.1, -0.7, -18, 0.5, 3.4, -1, 1.0, 0.6
- N#Cc1nc(-c2cccc3ccccc23)oc1NCC1CCCO1 (stereo unspecified)
  1, 5, 0.9, -0.6, ., 13, 4.0, 2.4, -2, -0.1, -118
- CC1=Nn2c(nnc2-c2ccccc2)SC1
  1, 6, 0.0, -0.5, 0.6, 0, 1.6, -1.9, 11, -0.9, 0.4
- CC(C)(C)OC(=O)NC1CNNC1=O (stereo unspecified)
  0, -4, -1.2, -1.2, -0.1, 0, 0.3, -0.5, 4, 0.3, 0.2
- Cn1cc(CNCc2ccc(OC(F)(F)F)cc2)c(-c2ccc3c(c2)OCCO3)n1
  -7, -4, -4.1, -2.3, -3.5, -7, -5.8, -1.4, -3, -2.7, 0.0
- CC1(C)Cc2cccc(OCC(=O)OCc3nnc(-c4ccc([N+](=O)[O-])cc4)o3)c2O1
  -1, 9, -0.5, -1.2, 0.0, -1, 2.1, 1.8, 0, -0.6, 0.2
- CCOC(=O)C(=CNc1cccc(C)n1)C(=O)OCC
  1, 2, 1.1, -0.8, -0.2, -2, -0.6, 3.3, 2, -0.5, -0.1
- CCOC1=C2CN(S(=O)(=O)c3ccc(C)cc3)[C@H](c3ccccc3)C[C@@H]2N(S(=O)(=O)c2ccc(C)cc2)[C@H](c2cccs2)C1
  -2, 3, -0.2, -0.6, ., 2, 0.1, ., 4, -0.4, -0.9
- Cc1cc(C)c(C)c(C(=O)c2ccccc2C(=O)O)c1C
  -4, 1, 0.0, -1.5, 0.8, 1, 0.6, 0.2, -1, -1.1, 0.0
- Cc1c(C(=O)Nc2cccc(-c3nnc4n3CCCCC4)c2)oc2ccccc12
  -1, -10, -2.8, -1.6, -2.3, 6, 3.6, -0.4, 16, -1.0, 0.5
- Cc1ccccc1S(=O)(=O)N(C)C[C@@H]1OCc2cnnn2CCCC(=O)N([C@@H](C)CO)C[C@@H]1C
  -2, -1, 1.1, 0.1, -0.6, 2, 3.0, -0.1, -3, 1.8, 0.5
- COc1ccc(CC(=O)N2CCN(C(=O)c3ccc4nc(C)n(C5CCCC5)c4c3)CC2)cc1
  -2, 1, -1.9, -1.5, ., -2, -0.1, ., -4, 0.1, 0.8

More results.
Values run as follows: SMARCA2 activ, HGIII-sPLA2 inh, hcDAF-12 act, ssDAF-12 act, DAX1 inh-1, NPR1 activator, hgDAF12 agonist, GAA850 FXN act, NPR2 activator, DAX1 inh-2, proKLK7 act
- O=C(Nc1ccc2oc(=O)ccc2c1)c1ccc(-c2cccc([N+](=O)[O-])c2)o1
  4, -2, -2.0, -1.8, ., 13, 0.0, -2.4, 17, -0.4, -0.1
- Cc1ccc(S(=O)(=O)N2CCN(C(=O)C(O)c3ccccc3)CC2)cc1 (stereo unspecified)
  -1, 1, -2.2, -0.3, ., 1, -0.9, ., 2, 0.1, 0.1
- CN(C)S(=O)(=O)c1ccc(C(=O)NCC2CC2(Cl)Cl)cc1 (stereo unspecified)
  0, 0, -0.2, -0.7, -0.3, 0, -0.4, 0.3, 2, 0.0, -0.7
- CCc1ccccc1NC(=O)c1cnn(-c2ccccc2)c1C
  0, -3, -0.5, -1.5, 1.8, 2, 6.7, -0.6, -2, 0.4, 0.2
- NC(=O)COc1ccc(S(=O)(=O)N2CCCC2)cc1
  -4, 13, -0.9, -1.1, 2.4, 2, 0.3, 0.8, -2, -0.8, 0.0
- COc1cccc(C(=O)NCC(=O)N/N=C(C)\C=C\c2ccccc2)c1
  0, -4, -1.4, -1.8, 0.2, 0, -0.4, 3.3, 2, -0.2, 0.3
- C=CCOc1ccc(CNCc2cccnc2)cc1
  -3, 7, -3.4, -1.7, -0.3, 2, -0.8, -0.4, 6, -0.4, 0.0
- COc1ccc(NC(=O)CSc2n[nH]c(-c3ccco3)n2)cc1
  -2, -5, 0.5, -1.2, 1.1, 1, 0.1, -1.9, -5, 0.7, 0.9
- CN(C)Cc1ccccc1CCc1ccccc1
  -2, 1, -1.0, -0.4, ., 2, 3.1, 0.2, 0, -0.5, -0.6
- C[C@H](CO)N1C[C@H](C)[C@@H](CN(C)C)Oc2c(NS(=O)(=O)c3ccccc3)cccc2C1=O
  0, 4, -0.7, -0.8, -0.3, 3, 0.5, -0.1, 7, -0.1, 0.2
- CCOc1ccc(S(=O)(=O)Nc2cccc(C(=O)NCCCn3ccnc3)c2)cc1
  1, -13, -0.3, -1.2, 0.2, -1, -0.2, 0.0, 1, -1.1, 0.0
- CSc1cccc(NC(=O)COC(=O)C2CCN(S(=O)(=O)c3ccccc3)CC2)c1
  0, -30, 0.7, -0.3, 0.6, -2, 0.5, 1.8, 0, 0.7, 0.1
- O=C(c1cccc(-c2nnc(-c3ccccc3)o2)c1)N1CCCCC1
  4, -1, -0.7, -0.9, -0.7, -2, 5.0, 3.1, 6, 0.8, -0.3
- COc1ccc(CC(=O)NNc2ncnc3c2cnn3-c2ccc(C)cc2)cc1
  0, -5, -2.7, -1.0, -0.8, 1, 0.7, 2.7, 1, -0.3, -0.7
- Cc1ccc(C)c(OCCC(=O)OCC(=O)NC2CCCC2)c1
  -2, 4, -0.7, -1.0, 0.3, 1, -1.7, 0.9, 0, -1.1, -0.4

Part of the list above in order of heavy-atom count, smallest number first:
Values run as follows: SMARCA2 activ, HGIII-sPLA2 inh, hcDAF-12 act, ssDAF-12 act, DAX1 inh-1, NPR1 activator, hgDAF12 agonist, GAA850 FXN act, NPR2 activator, DAX1 inh-2, proKLK7 act
- NC(=O)COc1ccc(S(=O)(=O)N2CCCC2)cc1
  -4, 13, -0.9, -1.1, 2.4, 2, 0.3, 0.8, -2, -0.8, 0.0
- Cc1ccc2[nH]cc(CCNC(=O)CN3C(=O)c4ccccc4C3=O)c2c1
  0, -31, -0.7, -1.6, -0.6, -1, -1.6, -0.5, -1, 0.5, 0.1
- CC1(C)Cc2cccc(OCC(=O)OCc3nnc(-c4ccc([N+](=O)[O-])cc4)o3)c2O1
  -1, 9, -0.5, -1.2, 0.0, -1, 2.1, 1.8, 0, -0.6, 0.2
